Assay outcomes deposited in PubChem by several laboratories.
UTI89 phage lysis – inhibition of K1F phage lysis, E. coli UTI89, bacterial capsule biogenesis inhibitors, alamar blue (AID 488966); E. coli UTI89 K1F phage lysis, alamar blue, 2 h; higher % means a stronger effect; inhibition, % at 100 µM; hits with a dose series show IC50 in µM; actives 0.02% (n = 340,000);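 active = phage lysis inhibition, versus mean bacterial control, above a set limit; inconclusive = no clear call, values can overlap the other calls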;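 also: capsule biogenesis inhibitors block K1F phage lysis so surviving cells raise fluorescence; higher fluorescence means more inhibition of phage lysis; actives were called in the ten point dose series up to 300 µM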
NTR1 ag – agonists of NTR1, primary screen, imaging, U2OS cells, beta-arrestin-GFP, high content (AID 493036); P30989; NTR1-U2OS beta-arrestin-GFP spot imaging, agonist mode; activation, % at 20 µM; actives 0.17% (n = 330,000);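 active = activation at or above 40% of the spot to cytoplasm intensity ratio, with at least 20 cells analyzed; inconclusive = wells under 20 cells, flagged as cytotoxic or low count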;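 also: 0% = DMSO without peptide and 100% = 100 nM NTR1 peptide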
Target sequence (P30989 whole entry, looked up): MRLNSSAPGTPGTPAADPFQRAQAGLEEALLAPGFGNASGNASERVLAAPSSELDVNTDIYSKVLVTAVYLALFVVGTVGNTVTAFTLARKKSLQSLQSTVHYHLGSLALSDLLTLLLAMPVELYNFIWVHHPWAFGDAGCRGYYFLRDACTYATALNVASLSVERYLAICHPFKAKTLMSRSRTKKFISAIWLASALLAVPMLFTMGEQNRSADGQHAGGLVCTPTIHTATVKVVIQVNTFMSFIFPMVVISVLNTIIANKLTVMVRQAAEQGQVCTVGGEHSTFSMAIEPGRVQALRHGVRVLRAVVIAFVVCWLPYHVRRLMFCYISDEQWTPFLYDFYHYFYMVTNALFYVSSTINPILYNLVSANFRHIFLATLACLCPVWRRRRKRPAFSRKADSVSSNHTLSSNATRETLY
West Nile virus CPE – inhibition of WNV-induced cytopathic effect – cell-based, CPE readout (AID 1621); West Nile virus-infected cells, CPE inhibition; higher % means a stronger effect; actives 0.02% (n = 290,000); one-dose CPE inhibition, % at 10 µM; IC50 in µM for titrated hits; in the data active = a potency from the dose series; inconclusive = CPE inhibition mostly from about 3.7% at the one dose, without a potency; inactive = the rest, 99 in 100 with CPE inhibition below about 2.2%; also: strong numbers were not always called active
RSV CPE inhibition – inhibition of RSV-induced cytopathic effect – HEp-2 cells, primary 10 µM value included (AID 2391). HEp-2 cells, RSV-induced CPE inhibition; higher % means a stronger effect. one-dose CPE inhibition, % at 10 µM; IC50 in µM for titrated hits. actives 0.13% (n = 310,000); in the data active = a potency from the dose series; inconclusive = CPE inhibition mostly from about 23% at the one dose, without a potency; inactive = the rest, 99 in 100 with CPE inhibition below about 21%; also: strong numbers were not always called active
Rac1 GTP hydrolysis – MgcRacGAP GTPase-activating activity inhibitors, confirmation, biochemical, ADP Hunter fluorescence; MgcRacGAP-stimulated Rac1 GTP hydrolysis, ADP Hunter fluorescence; higher % means a stronger effect; GST-tagged Rac1 F28L mutant substrate; inhibition, % at 30 µM; hits with a dose series show IC50 in µM; actives 0.6% (n = 340,000);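 active = first-screen hits whose inhibition reached a set limit at any dose in the follow-up dose series; inconclusive = inhibition above the set first-screen limit but never retested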;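 also: fluorescence reports GDP produced by GAP-driven GTP hydrolysis; strong numbers were not always called active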
T cell modulator – T cell immune modulators affecting CD8 T cell-vesicle binding | actives 0.068% (n = 330,000) | 2C CD8+ T cell-vesicle binding, flow cytometry; active compounds read low | calls only at 7 µM;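 active = response, share of CD8 T cells binding vesicles, and their 90th percentile fluorescence all below set limits, cut at about 80% in these data, passing the limit was not always enough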
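incubation = binding step 1.5 h, 37 °C, antibody labelling 20 min, ice | test system = 2C mouse CD8+ T cells | read-out basis = percent CD8+ FL2 mean versus row control | controls = Peptide-free naked vesicles (low) and QL9 vesicles with 0.7% DMSO vehicle (high) | detection = flow cytometry of vesicle-bound cells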
PhoP inhibition – PhoP-dependent GFP reporter repression – Salmonella Typhimurium, primary screen (AID 1863) | one-dose inhibition, % at 50 µM; IC50 in µM for titrated hits | actives 0.16% (n = 300,000) | S. Typhimurium PhoP-regulated promoter GFP reporter, 4 h; higher % means a stronger effect;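 active = inhibition over 29.93%, a cutoff 3 SD above the screen mean, later confirmed by dose response; inconclusive = inhibition over 29.93% but no dose response follow-up; inactive = inhibition at most 29.93% or unconfirmed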;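 also: 0% = low Mg2+ inducing control and 100% = high Mg2+ repressing control; strong numbers were not always called active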
Large T inhibition – TAg ATPase/helicase activity blockers – biochemical (AID 1903); SV40 large T antigen ATPase/helicase inhibition assay; higher % means a stronger effect; one-dose inhibition, % at 20 µM; IC50 in µM for titrated hits; actives 0.39% (n = 310,000); in the data active = a potency from the dose series; inconclusive = inhibition mostly from about 32% at the one dose, without a potency; inactive = the rest, 99 in 100 with inhibition below about 32%; also: strong numbers were not always called active
NS5 inhibitors – Dengue-2 NS5 methyltransferase inhibitors, primary screen, biochemical, confirmation dose response (AID 588689); Dengue-2 NS5 methyltransferase capping enzyme assay, biochemical; higher % means a stronger effect; actives 0.3% (n = 340,000); inhibition, % at 25 µM, or IC50 in µM where a hit was titrated; in the data active = a potency from the dose series; inconclusive = inhibition above about 29% without an active follow-up result
T cell modulator vesicle-bound % – also measured in T cell modulator; calls as there; double positive events, %; measured here: CD8+ vesicle-bound cell fraction;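 binding gate set so that unloaded-vesicle control wells show 10% double positive cells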
NTR1 ag cell count 20 µM – recorded beside NTR1 ag, whose call it bears; cell count; measured here: cell count, cytotoxicity flag
NS5 inhibitors pilot replicate – further read-out of NS5 inhibitors, marked with its call; inhibition, %; measured here: pilot screen replicate inhibition
* marks the source's active call; other numbers are inactive results; i = inactive; ? = inconclusive; . = not tested or not shown; [ ] = another dose, or the depositor's remark.

SMILES	UTI89 phage lysis	NTR1 ag	NTR1 ag cell count 20 µM	West Nile virus CPE	RSV CPE inhibition	Rac1 GTP hydrolysis	T cell modulator	T cell modulator vesicle-bound %	PhoP inhibition	Large T inhibition	NS5 inhibitors	others
Cc1ccc(C)c(NC(=O)C(OC(=O)c2ccc(CO)cc2)c2ccccc2)c1 (stereo not given)	1.2%[50 µM]	0.1	54	.	.	2%	.	.	.	.	-1%
O=C(NCCCn1ccnc1)c1cc2c(s1)CCCC2	2.1%[50 µM]	0.7	71	-0.1%	0.6%	9%	i	60	6%	6%	-4%
CCCCN(C)C(=O)Cn1nc(Cc2ccncc2)c2ccccc2c1=O	0.1%	0.8	52	-0.8%	1.1%	2%	i	45	4%	-2%	1%
Cc1ccc(C)c(C(=O)N2CCC(n3nccc3NC(=O)C3CC3)CC2)c1	0.1%	-0.8	49	-0.1%	0.4%	6%	i	37	-8%	23%	-3%
Cc1ccc(Oc2nnc(-c3ccc(C)cc3)c3ccccc23)cc1	0.0%	18	60	-0.7%	1.1%	-5%	i	15	14%	9%	-4%
Cc1ccc(C(c2nnnn2C2CCCCC2)N2CCN3CCCC3C2)cc1 (stereo not given)	0.3%	-1.0	87	-0.7%	0.2%	-2%	i	12	5%	13%	-1%
O=[N+]([O-])c1ccc(N2CCOCC2)cc1O	-2.0%	-0.4	36	-0.8%	3.1%	1%	i	15	1%	7%	11%
Cc1ccsc1C=C1C(=O)c2ccccc2C1=O	0.1%	4.0	88	-0.2%	2.4%	7%	i	58	0%	5%	14%
Cc1cc(C(=O)OC(C)C(=O)Nc2cccc(Cl)c2)on1 (stereo not given)	1.3%[50 µM]	-1.6	54	.	.	2%	.	.	.	.	-1%
COC(=O)c1[nH]c2ccccc2c1NC(=O)CN1CCN(Cc2ccc3c(c2)OCO3)CC1	1.7%	-1.3	32	-0.3%	0.8%	12%	i	19	-5%	9%	4%
Cc1ccc(NC(=O)CSCC(=O)N(C)CC(=O)Nc2cccc(F)c2)cc1	0.4%[50 µM]	2.4	61	.	2.6%	3%	i	63	-2%	9%	-1%
Cc1nc2scc(-c3ccccc3)c2c(=O)n1/N=C/c1ccco1	-0.6%	1.9	48	0.2%	-0.1%	-1%	i	54	4%	-3%	-6%
N#Cc1cccc(Nc2c3c(nc4ccccc24)CCCC3)c1	0.2%	1.9	92	-1.5%	41%	6%	i	57	1%	3%	-6%
O=C(Oc1ccc(Br)cc1C(=O)/C=C/c1ccccc1F)c1ccco1	0.3%[50 µM]	55*	45*	.	8.3%	8%	i	57	.	11%	-27%
CCCCn1c(N)c(N(CCOC)C(=O)c2cc(S(=O)(=O)N3CCCCC3)ccc2Cl)c(=O)[nH]c1=O	0.5%[50 µM]	0.5	67	-0.6%	0.9%	4%	i	8	0%	5%	5%
CC(C)(C)NCC(O)COc1ccccc1C1CCCC1 (stereo not given)	13%	1.1	51	.	-1.9%	0%	i	62	-3%	2%	-1%
CCOc1ccc(NC(=O)CSc2nnc(Cc3cccn3C)n2-c2ccc(OC)cc2)cc1	2.8%	0.0	61	-0.3%	-0.5%	4%	i	34	3%	-1%	-11%
CCOC(=O)C1CSC(CC(=O)Nc2ccc(Cl)c(Cl)c2)C(=O)N1 (stereo not given)	-1.9%	-0.9	61	-0.2%	0.5%	3%	i	37	7%	-5%	-10%
CCc1ccc(Nc2n[n+](-c3ccccc3)c(-c3cccc(C)c3)s2)cc1	-0.1%	2.9	91	.	1.7%	4%	i	8	.	10%	-9%
CC(C)CNC(=S)N1CCN(Cc2ccc3c(c2)OCO3)CC1	-0.5%	0.5	43	-1.7%	-0.4%	20%	i	57	8%	8%	-1%
O=C(NCc1cccnc1)C1c2ccccc2C(=O)N1C1CCCC1 (stereo not given)	-1.2%	1.2	83	-0.4%	0.3%	6%	i	33	5%	17%	-1%
COc1ccc(OC)c(C(O)c2coc3ccc(O)c(CN(C)C)c23)c1 (stereo not given)	1.0%	-2.4	86	-0.2%	-0.5%	2%	i	16	-2%	11%	1%
Cc1ncsc1C(=O)NCc1ccc(N2CCCC2=O)cc1	5.2%	-0.3	66	-0.8%	-0.5%	10%	i	30	-4%	23%	2%
NC(=O)CN(c1ccc(Cl)cc1)S(=O)(=O)c1ccccc1	5.8%	1.1	48	-0.5%	0.9%	10%	i	58	5%	5%	4%
CC(=O)CC1(OC(C)=O)C(=O)N(C)c2ccccc21 (stereo not given)	-0.5%	0.2	40	-2.1%	3.7%	-6%	i	47	2%	-3%	8%
CCSc1ncccc1C(=O)N[C@@H](CCSC)C(=O)OC	.	-0.6	39	0.0%	2.1%	.	i	41	-8%	17%	.
Clc1ccccc1-c1nnc2sc(-c3cccs3)nn12	-2.8%	0.8	70	-1.0%	0.2%	1%	i	27	-5%	11%	0%
N#Cc1c(N)n(-c2ccc(C(=O)O)cc2)c2nc3ccccc3nc12	0.1%	1.7	60	0.6%	0.1%	10%	i	55	-2%	5%	-18%
Cc1nn(-c2ccccc2)c(Cl)c1C(=O)NCC(=O)O	-1.0%	0.6	41	0.6%	1.4%	6%	i	49	-11%	1%	0%
Cc1ccc(NC(=O)C2CCC2)cc1S(=O)(=O)N1CCCCCC1	0.5%[50 µM]	0.6	80	.	0.7%	6%	i	54	0%	7%	-7%
N#Cc1ccc(OCC(=O)NC(=O)NC2CCS(=O)(=O)C2)cc1 (stereo not given)	0.6%[50 µM]	3.6	52	.	0.3%	6%	i	51	.	.	-16%
O=C(COC(=O)c1c(F)cccc1F)Nc1ccc2[nH]c(=O)[nH]c2c1	-0.1%	1.5	79	0.2%	7.0%	-1%	i	50	-3%	5%	7%
Cc1cccc(OCC(=O)NC2CC(C)(C)NC(C)(C)C2)c1	0.2%	-0.6	68	-0.7%	2.5%	4%	i	39	-5%	9%	-2%
CCN1C(=O)/C(=C/N(C)C)c2ccccc21	0.6%	-0.2	83	0.1%	1.8%	7%	i	25	-2%	5%	-2%	NS5 inhibitors pilot replicate=-5.9
COc1ccc(C2C(C#N)=C(N)Nc3nc4ccccc4n32)cc1 (stereo not given)	2.8%	-0.3	49	-1.0%	3.3%	1%	i	24	-2%	11%	0%
COC(=O)Cn1cnc2c(nnn2-c2cccc(OC)c2)c1=O	0.1%	0.1	94	0.2%	-0.1%	8%	i	61	3%	26%	2%
Cc1nc(CSc2ccc(Cl)cc2)cs1	0.1%	-0.2	53	0.3%	3.7%	6%	i	8	-6%	6%	-4%
O=C(CCNC(=O)c1ccco1)NC(Cc1c[nH]c2ccccc12)C(=O)O (stereo not given)	1.0%[50 µM]	-1.0	47	.	0.5%	4%	i	39	.	.	0%
O=C1CN(C(=O)CSc2ccc(-c3ccc(F)cc3)nn2)c2ccccc2N1	-0.6%	-2.1	62	-0.7%	8.7%	-2%	i	26	1%	4%	14%
Clc1cccc(Cl)c1C[n+]1ccc2ccccc2c1	0.1%	-1.3	78	?	12%	8%	i	42	-3%	2%	3%
COc1ccc(CC(=O)NCC2CCCN(Cc3ccc(F)c(OC)c3)C2)cc1 (stereo not given)	-0.1%	-1.8	61	-1.0%	-0.1%	-1%	i	58	5%	25%	-4%
COc1ccc(OC)c(Cc2nnc(CCC(=O)NCc3ccc(C)s3)o2)c1	0.3%	-0.4	44	0.6%	-0.9%	8%	i	10	-5%	22%	1%
Cc1cc(C(=O)COC(=O)C2CCN(C(=O)c3ccc(Cl)cc3)CC2)c(C)n1CC1CCCO1 (stereo not given)	0.1%	5.7	47	-0.3%	2.2%	3%	i	20	7%	-1%	-1%
Cc1ccc(C(=O)CCC(=O)NCc2ccc(Cl)cc2)cc1	0.4%[50 µM]	-1.0	48	.	0.2%	4%	i	36	.	.	0%
O=Cc1cn(CCC(=O)O)nc1-c1cc2ccccc2o1	1.0%[50 µM]	-1.1	67	0.4%	1.6%	10%	i	44	-18%	16%	4%
CCCCOc1ccc(C(=O)OCC(=O)c2c(N)n(C)c(=O)n(C)c2=O)cc1	0.6%[50 µM]	11	64	.	.	4%	i	40	.	.	6%
O=C(N/N=C/c1ccccc1OC(F)F)c1cc(-c2ccncc2)nc2ccccc12	0.5%	7.8	64	-0.3%	-1.0%	2%	i	58	-5%	3%	-7%
Cc1ccc(NC(=S)NCc2ccc(S(N)(=O)=O)cc2)cc1Cl	2.2%	3.8	70	-0.7%	20%	10%	i	52	1%	3%	-4%
CC(Oc1ccccc1)C(=O)Nc1nnc(S(=O)(=O)N2CCCCCC2)s1 (stereo not given)	-0.2%	-2.6	53	-0.1%	3.4%	-2%	i	52	.	.	2%
O=C(c1ccc(C(=O)N2CCOCC2)s1)N1CCOCC1	7.5%	-1.9	49	.	1.3%	5%	i	5	6%	1%	-2%
NC(=O)c1ccsc1NC(=O)COC(=O)c1ccc(Cl)nc1	1.2%[50 µM]	1.2	57	.	-0.8%	0%	i	12	0%	6%	2%
O=C(O)/C(=C\c1ccccc1OC(F)F)c1ccc(-c2ccccc2)cc1	-0.2%	-2.6	70	0.0%	3.8%	9%	i	6	5%	2%	6%
CC(C)CCN1CCN(Cc2ccc(Oc3ncccn3)cc2)CC1CCO (stereo not given)	-0.2%	1.1	68	-0.7%	-1.6%	5%	i	56	-1%	5%	15%
CN1CCc2[nH]c3ccc(C(=O)NN)cc3c2C1	4.2%	-1.2	73	0.1%	-1.2%	4%	i	28	0%	56%	-5%
COc1ccc(CNc2nc(NCc3ccc(OC)cc3)n(C(=O)c3ccncc3)n2)cc1	0.0%	-0.5	52	-0.1%	?	12%	i	26	3%	9%	-6%
Cc1ccc(CN2CCC(C(=O)Nc3cccc(-c4cccc(F)c4)c3)CC2)o1	3.9%	0.5	59	0.3%	0.3%	7%	i	16	-2%	-5%	1%
